Screens from PubChem.
Nrf2 inh = blocks Nrf2 signaling; A549 ARE-Fluc reporter, luciferase luminescence, 18-24 h; Potency, µM (top dose mostly 46 µM), for the others: top-dose activity change, negative = inhibition, actives largely listed as inhibitors; 360,000 compounds, 2.1% hits; further: potency means the concentration at half of the fitted maximal effect; on the % scale 0 is the no-effect control and ±100 the full control effect; nearly all actives have a fitted effect of over 60% in size
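Nrf2 activity is the BugLite luminescence, read 15 min after reagent at room temperature, following CellTiter-Fluor cytotoxicity readout (30 min, 37C). Compound titrations were applied for 18-24 h to 5000 A549 ARE_Fluc cells/well in 5% FBS OPTI-MEM.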
pAkt inh = blocks phosphorylation of Akt. Neuro2A IGF-stimulated pAkt S473 HTRF, 20 min; stronger effect = lower value. 360,000 compounds, 0.32% hits. activity change, % for hits at 50 µM. AID 651550; in the data active means activity change below about -80%; inconclusive means mostly about -51% to -80%; further: on the % scale 0 is the no-effect control and ±100 the full control effect
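Neuro2A cells in DMEM with 0.5% FBS, overnight at 37 deg C, given compound at single 50 µM final, then IGF (6 nM final) for 20 min at 37 deg C. Lysed; phospho-Akt Ser473 by HTRF after 24 h, 665/615 ratio.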
CCT modulator = cytosolic chaperonin activity modulation | purified chaperonin ATPase assay, HTRF ADP detection, 30 min | activity change, % (no concentration beside the values), hits read low | 360,000 compounds, 0.3% hits; in the data active means activity change below about -30%; further: on the % scale 0 is the no-effect control and ±100 the full control effect
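Nucleotide hydrolysis assay: TRiC at 20–40 nM final (set by batch activity) with 10 uM ATP, 30 min at 37 °C, in presence of 76 uM compound. Detection by competitive ADP HTRF, 30 min ambient.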
Nrf2 activator = activates Nrf2 signaling | 410,000 compounds, 0.31% hits | AREc32 ARE-luciferase reporter (MCF7-derived line), luminescence, 24 h | AID 624171 | Potency, µM (doses to about 46.1 µM), without a hit: at the top dose activation, hits mostly activators; further: potency means the concentration at half of the fitted maximal effect; % of control where 0% means no effect; nearly all actives have a fitted effect of over 65% in size
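For detection, Steady-Glo was added and plates sat 30 min at RT; before that, AREc32_Fluc cells grown overnight in OPTI-MEM/5% FBS had been treated with 23 nL compound for 24 hr at 37 deg C.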
A549 viability = A549 cytotoxicity, counter-screen for Nrf2 inhibitors; AID 504648; 390,000 compounds, 0.16% hits; A549 ARE-Fluc cells, CellTiter-Fluor viability, 18-24 h; Potency, µM (highest dose often 46 µM), for inactives: top-dose activity change, negative = cytotoxicity, actives largely listed as inhibitors; further: potency means the concentration at half of the fitted maximal effect; on the % scale 0 is the no-effect control and ±100 the full control effect
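Cytotoxicity counterscreen: CellTiter-Fluor fluorescence was measured in A549 ARE_Fluc cells after 18-24 h of compound exposure in a concentration series. The subsequent BugLite luminescent read reports ARE-luciferase activity.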
Mm-Cpn inhibitor = M. maripaludis TRiC chaperonin inhibition; purified Mm-Cpn ATPase, ADP Transcreener TR-FRET; AID 504842; Potency, µM (highest dose often 76.9 µM), inactives show at the top dose activity, negative = inhibition, usual class: inhibitors; 330,000 compounds, 0.031% hits; further: potency means the concentration at half of the fitted maximal effect; on the % scale 0 is the no-effect control and ±100 the full control effect; nearly all actives have a fitted effect of over 80% in size
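ATP (10 uM final) was added to archaeal chaperonin (25 nM final) after 10 min exposure to test compound at 37°C; after 30 min further incubation, ADP was detected by competitive TR-FRET.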
EPAC2 antag = EPAC2 (human) antagonism; Q8WZA2; 360,000 compounds, 0.18% hits; Potency, µM (series often up to 114 µM), for inactives: top-dose activity, negative = inhibition, usual class: inhibitors; EPAC2 GEF exchange of Rap1B-BODIPY-GDP, fluorescence; AID 720708; further: potency means the concentration at half of the fitted maximal effect; on the % scale 0 is the no-effect control and ±100 the full control effect; nearly all actives have a fitted effect of over 45% in size; many of its hits are not listed in these tables
Target sequence (Q8WZA2 whole entry, looked up): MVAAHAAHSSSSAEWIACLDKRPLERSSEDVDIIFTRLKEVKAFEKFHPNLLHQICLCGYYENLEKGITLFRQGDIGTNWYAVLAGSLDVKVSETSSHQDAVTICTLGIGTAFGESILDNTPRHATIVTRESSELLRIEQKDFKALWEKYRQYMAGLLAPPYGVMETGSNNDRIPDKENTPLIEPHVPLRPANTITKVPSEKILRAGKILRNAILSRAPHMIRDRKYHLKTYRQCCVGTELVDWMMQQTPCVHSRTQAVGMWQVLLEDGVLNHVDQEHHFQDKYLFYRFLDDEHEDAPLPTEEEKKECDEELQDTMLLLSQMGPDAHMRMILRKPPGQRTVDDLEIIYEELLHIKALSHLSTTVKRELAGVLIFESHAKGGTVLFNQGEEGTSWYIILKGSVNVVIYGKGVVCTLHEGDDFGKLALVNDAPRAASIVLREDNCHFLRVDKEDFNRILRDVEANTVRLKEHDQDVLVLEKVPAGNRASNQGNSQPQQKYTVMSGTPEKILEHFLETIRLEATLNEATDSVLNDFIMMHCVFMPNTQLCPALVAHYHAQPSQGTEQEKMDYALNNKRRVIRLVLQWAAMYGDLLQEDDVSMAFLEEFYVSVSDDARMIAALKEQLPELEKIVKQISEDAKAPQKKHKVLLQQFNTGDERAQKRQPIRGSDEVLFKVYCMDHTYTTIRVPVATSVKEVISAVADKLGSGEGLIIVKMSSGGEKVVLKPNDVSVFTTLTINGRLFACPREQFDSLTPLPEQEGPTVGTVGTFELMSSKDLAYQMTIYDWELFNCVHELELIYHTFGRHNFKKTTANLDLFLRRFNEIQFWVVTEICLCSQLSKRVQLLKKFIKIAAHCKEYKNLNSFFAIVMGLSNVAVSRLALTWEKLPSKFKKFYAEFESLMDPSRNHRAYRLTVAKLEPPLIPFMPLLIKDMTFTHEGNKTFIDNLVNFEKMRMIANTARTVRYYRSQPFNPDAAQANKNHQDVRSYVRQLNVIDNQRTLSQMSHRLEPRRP
TGFb SMAD3 inh = blocks TGF-b signaling | Potency, µM (highest dose often 46.1 µM), for inactives: at the highest dose activity, negative = inhibition, actives largely listed as inhibitors | 410,000 compounds, 1.2% hits | HepG2 CAGA-GFP TGF-b/SMAD3 reporter, GFP fluorescence, 18 h; TGF-beta stimulated, 500 pg/mL final; further: potency means the concentration at half of the fitted maximal effect; on the % scale 0 is the no-effect control and ±100 the full control effect; nearly all actives have a fitted effect of over 65% in size
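GFP signal (ex488/em500-530) from TGF-beta-stimulated HEPG2 CAGA-GFP cells, 500 pg/mL final, 18 h at 37 degrees C in DMEM plus 1% FBS, normalized to unstimulated and DMSO-stimulated controls.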
EPAC2 ag = activates human EPAC2 exchange factor. Q8WZA2. EPAC2 activation, biochemical qHTS; response scale: 100% = 6.5 mM cAMP response. Potency, µM (highest dose often 154 µM), for the others: at the top dose activation, actives largely listed as activators. 360,000 compounds, 0.079% hits; further: potency means the concentration at half of the fitted maximal effect; nearly all actives have a fitted effect of over 50% in size
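Guanine nucleotide exchange by EPAC2 is measured as reduced fluorescence of BODIPY-GDP once it is released from 250 nM Rap1B. Plates are read kinetically for 30 min at room temperature; results are scaled to 6.5 mM cAMP.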
Numbers without * were called inactive; i = inactive; ? = inconclusive; nt = no result given; [ ] = remark or other dose. Unless noted, the call rests on the fitted dose curve; in most records, active means well fitted curve in the direction sought with a large enough effect; inconclusive means small, poorly fitted or top-dose-only effect, or another doubt; inactive means no such curve, though single readings can be large; an effect the other way counts as inactive or inconclusive.

SMILES	Nrf2 inh	pAkt inh	CCT modulator	Nrf2 activator	A549 viability	Mm-Cpn inhibitor	EPAC2 antag	TGFb SMAD3 inh	EPAC2 ag
COc1ccc2c(C)nc(N/C(N)=N/S(=O)(=O)c3ccc(C)cc3)nc2c1	?	i	-3.0	0.3%[9.22 µM]	5%	-5%	0%	-26%	2%
O=C(NCCCNc1ccc([N+](=O)[O-])cc1)C(F)(F)F	16%	i	1.0	-0.9%	?	-2%	-3%	?	-5%
CC(=O)Nc1ccc(NC(=O)C2(C)Cc3c(-c4cccc(C(N)=O)c4)ccnc3O2)cc1 (stereo not given)	nt	i	1.0	0.6%	nt	nt	17%	18%	3%
CC(=O)OC1CCC2(C)C3CCC4(C)C(C(C)=O)CCC4C3CC3OC32C1 (stereo not given)	-1%	i	1.4	0.1%	1%	nt	-9%	6%	8%
Cc1onc(-c2c(F)cccc2Cl)c1C(=O)NC(=S)NC1CCS(=O)(=O)C1 (stereo not given)	4%	i	-0.7	1.8%	2%	3%	6%	1%	-1%
CC(Oc1ccc(F)cc1)C(=O)Nc1nc(-c2ccc(F)cc2)ns1 (stereo not given)	?	nt	nt	3.9%	-22%	nt	nt	?	nt
O=C(CCCCCN1C(=O)[C@@H]2Cc3ccccc3CN2C1=O)Nc1ccccc1Cl	18%	nt	-23	3.2%	-18%	1%	-10%	?	2%
CCc1c(C)c(C#N)c2nc3ccccc3n2c1NCCOC	?	i	-0.1	5.1%	?	0%	-9%	-19%	5%
Cn1cnnc1SCc1ccc(-c2ccc(Br)cc2)o1	-7%	i	-6.0	7.0%	1%	-2%	10%	11%	5%
Cn1nc(-c2ccccc2)c(COC(=O)c2cccc(Cl)c2)c1S(=O)(=O)c1ccccc1	-3%	i	-1.5	-0.3%	-1%	0%	7%	-5%	11%
O=[N+]([O-])c1cc(Cc2ccccc2)cc(C=Nc2ccc(N3CCOCC3)cc2)c1O	11%	i	0.9	-0.1%	-1%	?	?	-3%	-6%
CCN(C(=O)COC(=O)c1ncc(Cl)c(Cl)c1Cl)c1c(N)n(Cc2ccccc2)c(=O)[nH]c1=O	7%	i	3.2	4.8%	2%	nt	26%	1%	-5%
CC/C=C/C(=O)N1CC2(CC(c3cccc(NC(=O)CC(c4ccccc4)c4ccccc4)c3)=NO2)C[C@@H]1C(N)=O (stereo not given in full)	-13%	i	-33*	1.8%	-25%	2%	4%	?	12%
CCOC(=O)c1c(/N=C/C2C(=O)CC(C)(C)CC2=O)sc(C)c1C	3%	i	-0.9	-0.5%	-4%	2%	50%[activator]	-2%	-177%[inhibitor]
O=C(N/N=C\c1cc(Br)c(Br)o1)c1cncc(Br)c1	8%	i	-0.7	0.3%	-6%	1%	2%	0%	12%
O=C(c1c(F)c(F)c(F)c(F)c1F)N1CCc2ccccc21	2%	i	1.6	2.9%	-2%	nt	6%	-4%	1%
O=[N+]([O-])c1ccc(COc2cccc(CN3CCCC3)c2)cc1	16%	i	0.1	5.6%	9%	nt	0%	-18%	9%
Clc1cccc(Cn2ncc3ccccc32)c1	0%	i	-0.8	0.6%	0%	0%	-8%	?	2%
CC1CCCCN1C(=O)C1CC(c2ccc(F)cc2)=NO1 (stereo not given)	nt	i	2.0	-0.1%	-2%	3%	6%	11%	1%
CCS(=O)(=O)N1CCC(c2nc(-c3ccc(C(F)(F)F)cc3)no2)CC1	?	i	-1.9	0.3%	-29%	2%	14%	4%	-5%
CCOC(=O)C1=CC[C@H]2c3c(c4ccccc4n3C)C[C@H]1N2C	-2%	i	1.1	0.5%	-3%	0%	8%	?	-6%
CC(C)N(Cc1cn[nH]c1-c1ccc(-c2ccccc2)cc1)Cc1nccn1C	?	i	1.9	5.9%	-4%	-12%	-15%	?	10%
COc1ccc(C(CC(=O)O)c2ccc3c(c2)OCO3)cc1 (stereo not given)	-30%	i	-3.1	-2.5%	-19%	-20%	-2%	-5%	3%
C=CCn1c(CSc2nc3ccccc3s2)nnc1SCC(=O)NCc1cccnc1	9%	i	0.3	0.2%	-1%	-1%	4%	7%	-1%
Cc1ccccc1-c1nnn(Cc2ccc(F)cc2Cl)n1	?	i	-2.9	2.3%	9%	-2%	7%	0%	11%
CCCc1nnc(NC(=S)Nc2ccccc2)s1	?	i	-2.0	2.6%	2%	0%	13%	1%	1%
CN1C[C@@H]2C(c3ccccc3)C3(c4cccnc4)CC2(C3)[C@H]1c1ccccc1 (stereo not given in full)	7%	i	-13	6.2%	3%	-2%	11%	-16%	11%
O=C(NC1CCCC1)C1c2ccccc2OCC(=O)N1Cc1ccc2c(c1)OCO2 (stereo not given)	nt	i	2.4	-0.3%	nt	nt	-2%	nt	9%
Cc1cc(C)nc(N2C(=O)CC(C(C)c3ccccc3)C2=O)n1 (stereo not given)	1%	i	-2.1	-0.2%	0%	-1%	-6%	-12%	5%
COc1ccc(N(C(=O)CNS(=O)(=O)c2ccccc2)C(C(=O)NCc2ccco2)C(C)C)cc1 (stereo not given)	8%	i	-0.7	-0.6%	-1%	-3%	4%	-3%	9%
Cc1ccc(F)cc1N=Cc1c(O)c2ccccc2oc1=O	6%	i	-0.7	27%	-3%	1%	-7%	2%	4%
Cc1ccccc1NC(=O)Cn1c(=O)sc2ccccc21	?	i	-0.4	-0.4%	3%	1%	-6%	3%	5%
O=C(Cc1ccc(NC(=O)C2CCCN(C(=O)C3CCC3)C2)cc1)Nc1ccc(C(=O)N2CCOCC2)cc1 (stereo not given)	0%	i	-1.1	-0.4%	0%	nt	6%	0%	11%
On1c(-c2ccccc2)nc2ccccc21	5%	i	-0.5	0.0%	1%	-1%	2%	-18%	5%
Cc1cccc(C(=O)OCC(=O)c2cccc(Br)c2)c1O	9%	i	-1.4	0.0%	-2%	0%	-6%	-3%	1%
CC1(c2ccccc2)CC(C)(C)N2C(=O)C3(C(C#N)=C(N)Oc4cc(O)ccc43)c3cccc1c32 (stereo not given)	21µM*	i	0.3	0.0%	?	1%	-29%	?	-2%
Clc1ccc(Sc2ccc(/C=N/n3cnnc3)o2)cc1	nt	i	0.2	0.7%	3%	0%	-13%	16%	-10%
CCOC(=O)CNC(=O)C(Cc1ccccc1)NS(=O)(=O)c1cccs1 (stereo not given)	-8%	i	0.5	1.9%	-1%	1%	-2%	-8%	7%
Cc1cc(Br)ccc1NC(=O)CNC(=O)COc1ccccc1C	22%	i	0.2	-0.8%	1%	2%	7%	-14%	-7%
CCOc1ccccc1NS(=O)(=O)c1ccc2c(c1)CC(C)N2C(=O)C1CCC1 (stereo not given)	?	nt	nt	1.9%	-10%	nt	nt	?	nt
CC1CC1C(=O)OCC(=O)NC(=O)c1ccccc1 (stereo not given)	2%	i	-4.6	2.4%	0%	-1%	-6%	-1%	-9%
COc1c(C=O)cc2c3c1CCCN3CCC2	-5%	i	0.2	-1.3%	-1%	0%	-1%	7%	12%
COc1ccccc1NC(=O)C(=O)NCCC1CCCCN1S(=O)(=O)c1cccs1 (stereo not given)	?	i	0.8	3.0%	0%	0%	10%	0%	12%
COc1ccc(C2CC(c3ccc4ccccc4c3)=NN2C(=O)COC(=O)C2CCC(=O)N2)cc1 (stereo not given)	?	i	-2.7	5.2%	-8%	-3%	-10%	-19%	0%
COc1ccc(OC[C@@H](O)CNC(=O)c2cccc3c2C(=O)c2ccc(Cl)cc2S3(=O)=O)cc1	-14%	i	1.1	9.8%	-5%	-22%	-7%	-5%	-3%
Cc1cccc(C)c1NC(=O)c1ccc(-n2cnnn2)cc1	16%	i	2.8	-0.7%	-3%	-3%	12%	-8%	1%
O=C(/C=C/Nc1ccc(Br)cc1F)c1ccco1	?	i	-1.1	?	-5%	-3%	8%	10%	3%
OCC[C@H]1C[C@H](O)[C@@H](O)[C@@]2(OCCCc3ccccc32)O1	0%	i	-4.0	-0.8%	-5%	1%	-2%	8%	9%
Cc1ccc(N=Cc2c(O)[nH]c3ccccc23)c([N+](=O)[O-])c1	?	i	0.8	0.3%[9.22 µM]	?	-3%	-12%	-3%	-5%
CCOC(=O)CNC(=S)n1cnc(N)n1	12%	i	-0.3	0.3%	5%	2%	13%	?	-5%
CCN1C(=O)/C(=C2\SC(N3CCCCC3)=NC2=O)c2ccccc21	-9%	i	-2.2	2.3%	-28%	1%	-4%	5%	6%
Cc1cc(C)c(C#N)c(SCc2ccc([N+](=O)[O-])cc2)n1	-6%	i	0.1	1.4%	5%	7%	0%	-3%	1%
Cc1ccc2c(c1)nnn2C1CCN(CC(=O)Nc2ccc3c(c2)OCCO3)CC1	3%	i	0.9	-0.4%	4%	1%	11%	-5%	5%

Structural class: the compounds so far containing a thiophene ring, fused or not
SMILES	Nrf2 inh	pAkt inh	CCT modulator	Nrf2 activator	A549 viability	Mm-Cpn inhibitor	EPAC2 antag	TGFb SMAD3 inh	EPAC2 ag
CCOC(=O)c1c(/N=C/C2C(=O)CC(C)(C)CC2=O)sc(C)c1C	3%	i	-0.9	-0.5%	-4%	2%	50%[activator]	-2%	-177%[inhibitor]
CCOC(=O)CNC(=O)C(Cc1ccccc1)NS(=O)(=O)c1cccs1 (stereo not given)	-8%	i	0.5	1.9%	-1%	1%	-2%	-8%	7%
COc1ccccc1NC(=O)C(=O)NCCC1CCCCN1S(=O)(=O)c1cccs1 (stereo not given)	?	i	0.8	3.0%	0%	0%	10%	0%	12%

Some values from the results shown.
Nrf2 inh, COc1ccc(OC[C@@H](O)CNC(=O)c2cccc3c2C(=O)c2ccc(Cl)cc2S3(=O)=O)cc1 → -14%
A549 viability, CCN1C(=O)/C(=C2\SC(N3CCCCC3)=NC2=O)c2ccccc21 → -28%

These rows are one share of the data, so the mix of outcomes need not match the whole.
